FEN1 inhibitor – blocks human flap endonuclease 1. Recombinant FEN1 flap cleavage, fluorescence, 15 min. Potency, µM (series often up to 114 µM), inactives show at the highest dose activity change, negative = inhibition, most hits filed as inhibitors. hit rate 0.35% among 390,000. AID 588795; further: nearly all actives have a fitted effect of over 65% in size
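Recombinant FEN1 (10 nM) was preincubated with pin-transferred compounds for 15 min at room temperature, then flap DNA substrate (50 nM final) was added. Plates were read at 0 and 15 min, and normalized concentration–response data were fitted to a four-parameter Hill equation.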
DT40 TDP1 CPT – growth inhibition of DT40 Tdp1-/-;hTDP1 cells with camptothecin (screen for TDP1 inhibitors) | chicken DT40 Tdp1-/-;hTDP1 cells + 20 nM CPT, ATP luminescence, 48 h | Potency, µM (doses to about 46.2 µM), without a hit: at the top dose activity change, negative = growth inhibition, hits mostly inhibitors | hit rate 12% among 420,000 | AID 686979; further: nearly all actives have a fitted effect of over 55% in size
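Chicken DT40 Tdp1-/- cells stably complemented with human TDP1 were seeded at 400 cells/well in medium containing 20 nM camptothecin, exposed to pin-transferred compounds, and grown at 37 °C for at least 48 hr. Viability was read as ATP luminescence.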
GCN5L2 inh – GCN5L2 (KAT2A) acetyltransferase inhibition. hit rate 0.21% among 390,000. Potency, µM (doses to about 58.9 µM), for inactives: at the top dose activity change, negative = inhibition, usual class: inhibitors. GCN5L2 HAT assay, ThioGlo1 CoA-SH fluorescence. AID 504327
Target sequence (Q92830 whole entry, looked up): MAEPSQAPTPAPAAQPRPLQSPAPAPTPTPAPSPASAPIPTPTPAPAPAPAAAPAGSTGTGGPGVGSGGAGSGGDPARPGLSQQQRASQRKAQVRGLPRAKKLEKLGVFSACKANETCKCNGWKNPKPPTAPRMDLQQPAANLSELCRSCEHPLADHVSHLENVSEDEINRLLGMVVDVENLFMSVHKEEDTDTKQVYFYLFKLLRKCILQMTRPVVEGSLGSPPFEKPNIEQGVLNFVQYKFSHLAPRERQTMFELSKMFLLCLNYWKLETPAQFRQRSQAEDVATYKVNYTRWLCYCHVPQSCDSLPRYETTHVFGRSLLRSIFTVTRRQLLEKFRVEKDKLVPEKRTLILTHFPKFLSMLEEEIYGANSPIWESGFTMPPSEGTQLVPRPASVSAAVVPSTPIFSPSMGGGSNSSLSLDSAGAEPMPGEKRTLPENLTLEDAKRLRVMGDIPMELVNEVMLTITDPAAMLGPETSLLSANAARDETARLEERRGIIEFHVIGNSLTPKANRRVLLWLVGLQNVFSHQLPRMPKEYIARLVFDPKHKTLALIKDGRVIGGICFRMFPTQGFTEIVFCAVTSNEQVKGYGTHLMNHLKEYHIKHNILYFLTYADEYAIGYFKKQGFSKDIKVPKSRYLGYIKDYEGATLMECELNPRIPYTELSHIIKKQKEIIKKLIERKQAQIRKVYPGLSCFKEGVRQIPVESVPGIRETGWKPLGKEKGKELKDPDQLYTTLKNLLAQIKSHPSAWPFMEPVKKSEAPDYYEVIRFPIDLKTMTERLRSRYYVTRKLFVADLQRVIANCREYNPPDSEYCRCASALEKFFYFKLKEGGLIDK
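Preincubate 20nM GCN5L2 with compound 15 min, RT → add 50uM ThioGlo1 + 75uM H3(1-25) + 70uM acetyl-CoA → read fluorescence 0 and 20 min. Primary qHTS; fluorescent artifacts likely.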
Numbers without * were called inactive; ? = inconclusive; . = no result given; & = joins results of further samples; [ ] = remark or other dose. The call rests on the fitted dose curve; in most records, active means well fitted curve in the direction sought with a large enough effect; inconclusive means small, poorly fitted or top-dose-only effect, or another doubt; inactive means no such curve, though single readings can be large; an effect the other way counts as inactive or inconclusive. On the % scale 0 is the no-effect control and ±100 the full control effect; potency means the concentration at half of the fitted maximal effect. Not all compounds are listed; the hit share may differ from the screen's.

SMILES	FEN1 inhibitor	DT40 TDP1 CPT	GCN5L2 inh
O=C(Oc1c(-c2ccccc2)c(=O)n2c3c(cccc13)CC2)c1ccco1	-7%	0%	0%
O=C(CCc1nc2ccccc2c(=O)[nH]1)NNC(=O)COc1cccc(F)c1	-2%	?	-4%
Cc1cc(NC(=O)CSc2nnc(-c3cccs3)n2N)no1	-4%	0%	-3%
COc1ccc(C(=S)Nc2ccc(C)cc2)cc1	1%	-24%	0%
CN1CC(=O)NC1=NC(=O)c1ccc(Cl)c(S(=O)(=O)N2CCCCCC2)c1	5%	?	?
CCOC(=O)c1ccccc1NC(=O)c1cc2ccc3cccnc3c2[nH]1	-5%	5%	2%
COc1cc2c(cc1NC(=O)c1cc(-c3cccnc3)nc3ccc(C)cc13)oc1ccccc12	-5%	11µM*	1%
COc1ccccc1OCCNC(=O)c1ccc(S(=O)(=O)N(C)C)cc1	-14%	-21%	1%
COc1ccc(OC)c(NC(=O)Cn2cnc3sc(C)c(S(=O)(=O)N4CCN(c5ccccc5OC)CC4)c3c2=O)c1	1%	21µM*	-8%
CNS(=O)(=O)c1cccc(C(=O)OCc2cc(Cl)cc3c2OCOC3)c1	-9%	-8%	-11%
O=S(=O)(Nc1cccc2ccccc12)c1ccccc1	-8%&0%	-27%	-1%
COc1c(Br)cc(Br)cc1C(=O)O	-9%	-10%	-11%
CN(Cc1ccccc1)C(=O)c1cccc(NC(=O)Cc2cccc(NC(=O)C3CCN(C(=O)C4CCC4)CC3)c2)c1	4%	?	.
COC(=O)c1cc(NC(=O)C2CC=CCC2C(=O)O)cc(C(=O)OC)c1 (configuration not stated)	-9%	-11%	-3%
Cc1cnc(NC(=O)CN(C)S(=O)(=O)c2ccc(Cl)cc2)s1	6%	-18%	-3%
COc1ccc(C(=O)COC(=O)CN2C(=O)NC(C)(C)C2=O)cc1OC	30%	-2%	-5%
O=c1oc2ccccc2cc1NCc1ccccc1O	-7%	?	2%
COC(=O)C1=C(C)N(c2ccc(Cl)c(Cl)c2)C(=O)C1	6%	5.2µM*	2%
CCOC(=O)c1nc[nH]c1C	5%	-10%	1%
O=C(Nc1ccc2c(c1)OCO2)C1CC(c2ccccc2O)=NO1 (configuration not stated)	-19%	-26%	1%
COc1ccc(COC(=O)c2cc([N+](=O)[O-])ccc2N2CCOCC2)cc1F	2%	0.023µM*	-18%
Cc1ccc(OC(F)F)c(NC(=O)Nc2cccc(C(F)(F)F)c2)c1	-14%	13µM*	-9%
Cc1ccc(S(=O)(=O)NCC(Nc2cccc(Cl)c2)c2ccccc2)cc1 (configuration not stated)	-7%	18µM*	-11%
COc1cccc(C(=O)N2CCn3c2nc2ccccc23)c1	-7%	15%	-6%
CCCCN(CCCC)S(=O)(=O)c1ccc2oc(C(=O)NCc3ccccc3)c(C)c2c1	-2%	10µM*	-6%
The listing continues:
SMILES	FEN1 inhibitor	DT40 TDP1 CPT	GCN5L2 inh
c1cc2[nH]snc2c2nc(C3CC3)nc12	?	18µM*	-7%
Cn1nc(C(=O)N2CCN(c3ccccn3)CC2)c2ccccc2c1=O	1%	?	2%
O=C1CSC(c2c(F)cccc2Cl)N1c1cccc(F)c1 (configuration not stated)	-4%	?	-4%
CC(C)OCCCN1CC(=O)N2[C@@H](Cc3c([nH]c4ccccc34)C2(C)C)C1=O	0%	?	1%
COc1ccc(Br)cc1C(=O)Nc1cccc2ccc(C)nc12	-15%	-7%	1%
Cc1cc(Cl)ccc1C(=O)C1CCCN(C(=O)/C=C/c2cnn(C)c2)C1 (configuration not stated)	-14%	?	-9%
C[C@@H]1CC=C[C@@H]2[C@H]1C(=O)N(Cc1ccccc1)[C@H]2c1cccc(C#Cc2ccccc2)c1	-1%	29µM*	-10%&-15%
CC[C@H](C)[C@H](NC(=O)OCc1ccccc1)C(=O)OCC(=O)Nc1ccc(N2CCOCC2)cc1	6%	11%	2%
CCC1CCC2(CC1)NC(=O)N(CC(=O)Nc1cc(C)on1)C2=O (configuration not stated)	-3%	-21%	-2%
CCSC(=Nc1ccccc1)N1CCOCC1	-5%	1%	.
CCOC(=O)CC(=O)Nc1ccsc1C(N)=O	-1%	1%	-4%
Cc1ccc(N2C(=O)c3ccccc3C2Nc2ccc(S(=O)(=O)N3CCOCC3)cc2)nc1 (configuration not stated)	-16%	-28%	-2%
CC(C)n1c(SCC(=O)Nc2nc3ccccc3s2)nc2c1c(=O)n(C)c(=O)n2C	1%	16µM*	.
Cc1cc(=O)c(C(=O)O)nn1-c1cccc(C(F)(F)F)c1	0%	-6%	-7%
CC(C)Cn1cc(NC(=O)NCc2cccc(Cl)c2)c2ccccc2c1=O	7%	26µM*	-8%
CCc1ccc(NC(=O)CSc2nc(=O)n(CCN(C)C)c3c2CCCC3)cc1	4%	?	0%
CCn1c(SCC(=O)N2CCOCC2)nc2ccccc21	0%	4%	0%
COc1ccc(NC(=O)C2CCN(C(=O)N3CCOc4ccccc43)CC2)cc1	-14%	-26%	-14%
O=C(CSc1nnnn1C1CCCC1)NCCc1ccccc1	0%	-1%	4%
O=C(NC(=C(Cl)Cl)S(=O)(=O)c1ccc(Cl)cc1)c1ccccc1	-15%	6.5µM*	1%
CCCCC(=O)N1C/C=C\C(c2ccc(OC)cc2)N(Cc2ccc(F)cc2)C(=O)C1 (configuration not stated)	6%	?	1%
CCOc1cc(C2c3c(oc4ccccc4c3=O)C(=O)N2c2ccccn2)ccc1O (configuration not stated)	-2%	-2%	-7%
COc1ccc2[nH]c(=O)c(CN(C(=O)c3cccc(Cl)c3)c3ccccc3C)cc2c1	0%	?	-6%
COc1ccc2c(c1)[C@H]1[C@H](CO2)[C@H](c2ccccc2)[C@]2(C)C(=O)N(Cc3ccc(C)cc3)CC(=O)N12	12%	15µM*	2%
COc1cc2c(cc1OC)C(COc1ccc3c(C)cc(=O)oc3c1)N(C(=O)c1cccc(C)c1)CC2 (configuration not stated)	-13%	?	-5%

Part of the list above, set out differently:
CC[C@H](C)[C@H](NC(=O)OCc1ccccc1)C(=O)OCC(=O)Nc1ccc(N2CCOCC2)cc1
  FEN1 inhibitor: 6%; DT40 TDP1 CPT: 11%; GCN5L2 inh: 2%
CCC1CCC2(CC1)NC(=O)N(CC(=O)Nc1cc(C)on1)C2=O (configuration not stated)
  FEN1 inhibitor: -3%; DT40 TDP1 CPT: -21%; GCN5L2 inh: -2%

Next compounds:
SMILES	FEN1 inhibitor	DT40 TDP1 CPT	GCN5L2 inh
Clc1ccccc1-c1ccc2ncnc(NCc3cccnc3)c2c1	-1%	?	-9%&-3%&-4%
CC(=O)c1ccc(NC(=O)c2ccc3c(c2)N(Cc2cccc(Cl)c2)C(=O)c2ccccc2S3=O)cc1 (configuration not stated)	-5%	?	-10%
CCCCN(C(=O)C1=COCCO1)c1c(N)n(CCCC)c(=O)[nH]c1=O	-1%	4%	-6%
CC(C)c1nc2ccc(C(=O)NCCCN3CCN(c4ccc(F)cc4)CC3)cc2o1	6%	?	-5%
Cc1ccccc1C(=O)N1CCN(c2ccc(NC(=O)c3ccco3)cc2Cl)CC1	-23%	15µM*	-4%
CC[C@]1(c2cccc(C)c2)C(=O)N(C(=O)OC)N1C(=O)OC	-18%	5.2µM*	4%
O=C(CCC(=O)N1CCOc2ccccc21)N1CCCCC1	26%	?	-5%
CC1(C)[N+]([O-])=C2C(=[N+]([O-])C1(C)C)c1ccccc1/C2=N\O	5%	-19%	-7%
O=C(Cc1ccccc1)NC1CC(=O)N(c2ccc3c(c2)OCCO3)C1 (configuration not stated)	6%	-4%	2%
CN(c1ccc(OCC(=O)NCc2cccnc2)cc1)S(=O)(=O)c1ccc(Cl)cc1	-8%	-24%	0%
CCOC(=O)C(NC(=O)CC)(Nc1sc2c(c1C(=O)OC)CCN(C)C2)C(F)(F)F (configuration not stated)	4%	-2%	-3%
Cc1ccc(N2CN(Cc3cccnc3)CNC2=S)cc1	-1%	-4%	6%
COC(=O)c1c(NC(=O)c2ccco2)sc2c1CCN(C(C)=O)C2	-14%	?	-5%
COc1cccc(-c2nc(CS(=O)(=O)CC(=O)NCc3cccc(Cl)c3)c(C)o2)c1	-5%	2%	3%
CSc1ccccc1NC(=O)CN(C)CC(=O)NCc1ccccc1	9%	-20%	-10%
COc1ccc(C2C3=C(CC(C)(C)CC3=O)Nc3c2c(=O)[nH]c(=O)n3Cc2ccccc2)cc1 (configuration not stated)	-2%	-13%	-8%
O=C(CSc1ccccc1)NN1C(=O)c2ccccc2C1=O	6%	6%	-3%
O=C(c1ccc(F)cc1)N1CCN(C2CCC(c3ccccc3)CC2)CC1 (configuration not stated)	-12%	-23%	-1%
O=C(NCCN1CCOCC1)c1cc(-c2ccc(Br)cc2)on1	5%	-28%	-3%
O=C(N/N=C/c1ccc(COc2ccc(Br)cc2)o1)c1ccc2c(c1)OCO2	10%	?	-2%
CSc1nc2nc(-c3ccc(F)cc3)c(CCN3CCN(C)CC3)cn2n1	-7%	-5%	-6%
C/C(=N/O)c1no[n+]([O-])c1/C(C)=N\O	2%	-1%	-4%
CCC(=O)N1CCc2cc(S(=O)(=O)N(C)c3ccc(OC)cc3OC)ccc21	-9%	?	?
Cc1cc(=O)n2nc(N3CCC(C(=O)Nc4ccc(Br)c(C)c4)CC3)sc2n1	-7%	15µM*	-4%
O=C(NCCN1CCOCC1)c1ccc2ccccc2c1	-6%	21µM*	-4%
Next entries
SMILES	FEN1 inhibitor	DT40 TDP1 CPT	GCN5L2 inh
COc1cccc(CNC(=O)C2CCCN(c3nnc(-n4c(C)ccc4C)s3)C2)c1OC (configuration not stated)	2%	?	-5%
Cc1ccc(Nc2nnc(SCC(=O)NC(Cc3c[nH]c4ccccc34)C(=O)O)s2)cc1 (configuration not stated)	-12%	0%	-1%
CN(C)c1cccc(C(=O)NNC(=O)NC2CCCCC2)c1	1%	12%	-3%
COc1cc(C(=O)N2CCC(C(=O)Nc3cccc(C(C)=O)c3)CC2)cc(OC)c1OC	29%	?	-1%
Cc1ccccc1NC(=O)CSc1n[nH]c(-c2ccco2)n1	8%	4%	0%
Cn1c(SCC(=O)NC(C)(C)C)nnc1-c1cnccn1	-1%	-13%	0%
O=C(NCCCn1ccnc1)NC(C(F)(F)F)C(F)(F)F	4%	-8%	-4%
Cc1cc(C)c(N(CC(=O)NCc2ccccc2)C(=O)c2csnn2)c(C)c1	1%	-20%	0%
O=C(CN1C(=O)C2C3C=CC(C3)C2C1=O)NCCc1ccccc1Cl (configuration not stated)	-12%	-14%	3%
O=C(Cn1nnc(-c2cccs2)n1)NCc1ccccc1	1%	11%	-5%
Cc1cc(-c2ccc(C(C)C)c(S(=O)(=O)NCCN3CCC(C)CC3)c2)on1	-12%	?	-6%
COc1ccc(S(=O)(=O)N2CCN(C(=S)NC3CCCCC3)CC2)cc1	8%	2%	-5%
Oc1ccccc1-c1nc(/C=C/c2ccc(F)cc2)nn1-c1ccccc1	-15%	?	-18%
O=C1CN(C(=O)CNC(=O)c2ccccc2Cl)c2ccccc2N1	-9%	24%	-1%
O=C(COC(=O)CCc1ccc(S(=O)(=O)N2CCOCC2)cc1)NC(=O)NC1CCCCC1	-1%	14%	-6%
O=C(CO/N=C/c1ccccc1O)NNC(=O)c1ccccc1Cl	-1%	0.46µM*	0%
O=C1c2ccccc2C(=O)N1CCCc1c[nH]c2ccc(Cl)cc12	?	-1%	-7%
Cc1ccc(C(=O)CCC(=O)Nc2ncccc2O)cc1	10%	11%	-1%
O=C(C[n+]1ccc(Cc2ccccc2)cc1)Nc1ccc([N+](=O)[O-])cc1Cl	3%	?	-3%
Cc1ccc2c(c1)[nH]c1c(=O)n(Cc3ccccn3)cnc12	-2%	-8%	-1%
O=C(Nc1cccc(-c2cscn2)c1)C1CCN(Cc2ccc(CO)o2)CC1	9%	-10%	0%
Cc1nnc(SCc2cccc([N+](=O)[O-])c2)[nH]c1=O	-13%	34%[activator]	-1%
O=C(O)c1ccc(NC(=O)c2ccc3c(c2)C(=O)N(c2ccccc2)C3=O)cc1	-9%	2%	-9%

As entered above:
Result for COc1c(Br)cc(Br)cc1C(=O)O in FEN1 inhibitor: -9%
Result for O=C(NC(=C(Cl)Cl)S(=O)(=O)c1ccc(Cl)cc1)c1ccccc1 in DT40 TDP1 CPT: 6.5µM*
Result for Clc1ccccc1-c1ccc2ncnc(NCc3cccnc3)c2c1 in FEN1 inhibitor: -1%

Entries of single compounds, looked up by structure. Screens in order: FEN1 inhibitor | DT40 TDP1 CPT | GCN5L2 inh
COc1cccc(CNC(=O)C2CCCN(c3nnc(-n4c(C)ccc4C)s3)C2)c1OC (configuration not stated) across the screens: 2% | ? | -5%
O=C(CO/N=C/c1ccccc1O)NNC(=O)c1ccccc1Cl across the screens: -1% | 0.46µM* | 0%
O=C(O)c1ccc(NC(=O)c2ccc3c(c2)C(=O)N(c2ccccc2)C3=O)cc1 across the screens: -9% | 2% | -9%
Cc1ccc2c(c1)[nH]c1c(=O)n(Cc3ccccn3)cnc12 across the screens: -2% | -8% | -1%
O=C(NCCCn1ccnc1)NC(C(F)(F)F)C(F)(F)F across the screens: 4% | -8% | -4%
